# High-throughput results: PubChem, The Scripps Research Institute Molecular Screening Center
# GPR151 ag: activators of human GPR151, primary screen, cell-based, PathHunter beta-arrestin, luminescence; G-protein coupled receptor 151 (Homo sapiens), Q8TDV0; PathHunter beta-arrestin GPR151 cells; activation, % at 11.2 µM; actives 1% (n = 650,000); in the data active = activation above about 4.9%;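 note: 0% = median of compound wells and 100% = cells with positive control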
# Target sequence (Q8TDV0 whole entry, looked up): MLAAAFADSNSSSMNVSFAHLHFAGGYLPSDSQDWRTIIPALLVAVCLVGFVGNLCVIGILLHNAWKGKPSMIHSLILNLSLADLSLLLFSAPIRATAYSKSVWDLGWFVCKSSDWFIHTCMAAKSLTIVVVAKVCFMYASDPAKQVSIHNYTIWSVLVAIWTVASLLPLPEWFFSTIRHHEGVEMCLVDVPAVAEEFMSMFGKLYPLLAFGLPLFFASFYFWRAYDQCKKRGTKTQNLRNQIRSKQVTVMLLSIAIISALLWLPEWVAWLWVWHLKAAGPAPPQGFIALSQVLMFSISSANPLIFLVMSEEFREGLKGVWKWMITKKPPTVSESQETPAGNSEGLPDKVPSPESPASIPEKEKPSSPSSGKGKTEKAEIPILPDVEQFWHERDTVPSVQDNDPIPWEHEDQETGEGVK
# TEAD-YAP inh: TEAD-YAP interaction inhibition, primary screen, TEAD-YAP interaction inhibitor project, luminescence, HEK-TIYL cells; TEAD-Gal4/YAP UAS-luciferase luminescence; inhibition, % at 9.12 µM; actives 1.4% (n = 640,000); AID 1259422, 2018; in the data active = inhibition above about 32%;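 note: 0% = median of test compound wells and 100% = reference inhibitor wells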
# FBW7 activator: FBW7 E3 ligase activators, primary screen, biochemical, AlphaScreen, human | F-box/WD repeat-containing protein 7 (Homo sapiens), Q969H0 | AlphaScreen FBW7–phospho-cyclin E peptide binding, activator screen | normalized activity (activation), % at 26.1 µM | actives 0.13% (n = 650,000) | AID 1259310, 2017; in the data active = normalized activity above about 1.9%;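 note: purified mutant Fbw7 with reduced substrate affinity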
# MITF inh: MITF inhibitors, primary screen, biochemical, AlphaScreen, human; Microphthalmia-associated transcription factor (Homo sapiens), O75030; AlphaScreen MITF homodimerization, bead proximity signal; inhibition, % at 2.6 µM; actives 0.91% (n = 650,000); AID 1259374, 2018; in the data active = inhibition above about 50%;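 note: 0% = vehicle wells with protein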
# Target sequence (O75030 whole entry, looked up): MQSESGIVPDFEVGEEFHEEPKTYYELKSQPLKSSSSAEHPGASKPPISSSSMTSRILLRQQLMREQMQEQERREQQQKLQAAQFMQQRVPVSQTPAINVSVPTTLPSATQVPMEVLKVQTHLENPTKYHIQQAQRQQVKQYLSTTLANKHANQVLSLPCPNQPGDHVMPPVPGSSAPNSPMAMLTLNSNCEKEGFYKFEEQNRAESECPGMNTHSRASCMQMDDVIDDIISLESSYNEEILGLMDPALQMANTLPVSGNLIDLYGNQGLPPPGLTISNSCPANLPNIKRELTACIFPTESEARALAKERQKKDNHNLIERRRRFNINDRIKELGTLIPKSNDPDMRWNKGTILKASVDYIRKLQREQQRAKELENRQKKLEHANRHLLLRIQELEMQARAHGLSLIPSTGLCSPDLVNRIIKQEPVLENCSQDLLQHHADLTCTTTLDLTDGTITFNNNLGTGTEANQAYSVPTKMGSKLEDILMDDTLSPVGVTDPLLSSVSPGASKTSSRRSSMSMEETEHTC
# * = called active by the depositor.
SMILES,GPR151 ag,TEAD-YAP inh,FBW7 activator,MITF inh
O=C(c1ccco1)N1CCN(c2c([N+](=O)[O-])cc(C(F)(F)F)cc2[N+](=O)[O-])CC1,0.2,-17,-0.3,-1
O=C(C[n+]1ccccc1)c1ccccc1,-1.8,2,-0.1,11
Cc1ccc(F)cc1NC(=O)N[C@H]1C[C@H]2C(=O)N3CCC[C@@H]3C(=O)N2C1,1.1,-13,0.2,8
COC(=O)c1nc2ccccc2n1Cc1ccc(C)cc1,-3.6,-50,0.0,10
Cc1noc(C)c1C(=O)Nc1ccc(S(=O)(=O)NC23CC4CC(CC(C4)C2)C3)cc1,0.0,-2,0.3,5
CCn1c(=O)cc(SCC(=O)NCc2ccc(F)cc2)c2ccccc21,0.8,45*,-0.1,6
COc1cccc(C2C(C(=O)Nc3cccc(C)n3)=C(C)NC3=C2C(=O)CCC3)c1OC (stereo not given),-0.8,8,0.0,1
O=C(NCCCN1CCCCCC1)c1ccc2nc3[nH]c4ccccc4c3nc2c1,0.5,8,0.2,3
COC(=O)Oc1ccc2c(=O)c(-c3ccccc3Cl)coc2c1,-1.2,-44,0.8,15
COc1ccccc1CNn1c(-c2cccc(C)c2)nc2ccccc2c1=O,-0.2,15,-0.1,6
O=C(C1CCCCC1)N1CCC2(CC1)OCc1ccccc1O2,0.4,1,-0.3,3
COc1ccc(CCNc2nc(Cl)ncc2C)cc1,1.0,42*,0.1,13
COc1ccc(-c2nc3cc(C(F)(F)F)cc(Br)c3nc2-c2ccc(OC)cc2)cc1,0.5,-8,0.1,17
Cc1ccc(C(C(=O)NC(C)(C)C)N(C(=O)c2csnn2)C2CC2)o1 (stereo not given),-0.6,3,0.3,22
CC(C)C(=O)NCCc1nnc2n1CCN(C(=O)CCCc1cccs1)CC2,-0.7,3,0.0,10
CCCCC(CC)C(=O)N1CCN(C(=O)c2ccco2)CC1 (stereo not given),-0.6,-6,0.0,3
Cc1c(C(=O)NCCOc2cccnc2)cnn1-c1nccc(-c2cccnc2)n1,-0.7,-5,0.0,3
COC(=O)c1sc2ncn(Cc3ccc(Br)cc3)c(=O)c2c1C,2.6,10,0.0,-1
O=C1CCC(=O)N1CC(O)CCOc1ccc(OCCC(O)CN2C(=O)CCC2=O)cc1 (stereo not given),0.5,7,-0.1,-6
COc1ccc(F)c(CN2CCC(n3nccc3NC(=O)c3cccc(F)c3)CC2)c1,-1.0,-1,0.1,9
CC(Oc1cccc(Cl)c1)C(=O)NCCN1CCOCC1 (stereo not given),-0.9,2,0.0,1
CCC(CC)CN1CCN(Cc2ccc(C)o2)C(CCO)C1 (stereo not given),-1.4,-10,0.6,2
CCOC(=O)CC(NS(=O)(=O)c1cc(C)ccc1OC)c1ccc(C)cc1 (stereo not given),-0.8,2,0.2,6
COC(=O)c1cn(C(=O)c2ccc(Br)o2)c2ccccc12,3.4,1,0.1,1
Cc1nc(N2CCCC2)c2nnn(Cc3ccccc3Cl)c2n1,-0.3,4,0.3,29
COC(=O)C1=C(C)N(C)C(C)=C(C(=O)OC)C1c1ccccc1,0.0,10,0.0,10
COc1cccc(C2=NN(S(C)(=O)=O)C(c3cccs3)C2)c1 (stereo not given),-0.8,-49,0.2,8
CCCNC(=O)c1ccc(-c2ccc(N3CCN(C)CC3)cc2)s1,0.8,-34,0.0,-3
Cc1nn(Cc2ccccc2Cl)c(C)c1C(=O)NCCC(C)C,0.5,11,0.4,-2
Cc1c(-c2nc(C(N)=O)c3[nH]c(=O)n(C4CCCCC4)c3n2)cnn1C,-0.5,-30,-0.2,4
Cc1cc(C(F)(F)F)nn1CC(=O)N(C)c1ccccc1,0.5,6,-0.2,-6
O=C(O)c1ccc(-n2cc(-c3ccncc3)cn2)cc1,-0.3,0,0.9,15
CCOC(=O)c1ccc(NC(=O)C(CC)(CC)C(=O)OCC)cc1,0.9,-17,0.2,-4
CCCCCC(=O)N1c2ccccc2NC2=C(C(=O)CC(c3cccc([N+](=O)[O-])c3)C2)C1c1ccc(OC)cc1 (stereo not given),-1.6,9,0.2,10
O=C(c1ccc(Cl)s1)N1CCOCC1,0.2,8,0.7,10
COc1cccc(-c2nnc3sc(NC(=O)COc4ccccc4)nn23)c1,0.7,-10,0.1,5
CCOC(=O)C1=C(CC)NC2=C(C(=O)CC(C)(C)C2)C1c1ccccc1OC (stereo not given),-0.1,14,0.0,7
COC(=O)c1ccc(/C=C2/SC(=S)NC2=O)cc1,-1.4,-9,0.0,11
O=C(Nc1ccccc1)c1cccc(-c2ccc(N3CCOCC3)nc2)c1,-0.9,-52,0.2,22
CC(C)/C=N/NC(=O)COc1ccc(C#N)cc1,-0.2,2,0.0,0
Cc1cccnc1C1(O)CCN(C(=O)NCc2ccccc2)CC1,0.1,-1,-0.1,0
CC(=O)c1ccc(C2CC2)c([N+](=O)[O-])c1,2.1,-1,0.2,10
COc1cc2nc(Nc3ccc(N4CCOCC4)cc3)nc(Nc3ccc(N4CCOCC4)cc3)c2cc1OC,-1.7,-3,-0.5,35
CN(C)S(=O)(=O)c1ccc(NC(=O)CCl)cc1,-0.1,4,-0.2,6
CN(C)S(=O)(=O)c1cc(NC(=O)CSc2ncn[nH]2)ccc1Cl,1.7,-3,0.1,-3
NS(=O)(=O)c1cc(C(=O)OCC(=O)c2ccccc2)ccc1Cl,0.0,-14,-0.2,5
Cc1cc(I)ccc1Nc1nc(NCCO)nc(N2CCCC2)n1,0.8,-1,0.0,-5
CC(C)CNS(=O)(=O)c1ccc(CCC(=O)NC2CCCCCC2)cc1,0.5,-2,0.0,9
CC(=O)Nc1ccc(S(=O)(=O)NCC2CCC(C(=O)N3CCCC3)CC2)cc1 (stereo not given),1.2,-2,0.2,5
O=c1nc(SCc2ccccc2F)c2c([nH]1)CCCC2,2.7,6,0.0,8
CN(C)Cc1c(O)cccc1[N+](=O)[O-],2.8,-5,-0.2,23
COc1ccccc1C/C(C)=N/NC(N)=S,-0.1,5,0.0,7
C/C(=N\Nc1cc(N2CCOCC2)nc(C)n1)c1ccc(O)c(C)c1,0.6,-17,-0.7,-8
CC(C)(CO)NC(=O)C1CCCNC1=O (stereo not given),0.5,0,0.3,18
CCc1nc(Sc2nnnn2-c2ccccc2)c2c3c(sc2n1)CCCC3,-1.1,11,0.8,3
CC(Oc1cccc(Cl)c1)C(=O)NCC1CCCO1 (stereo not given),1.1,10,0.2,3
CC(=O)N1CCc2nc3cccc(C)n3c(=O)c2C1,-1.3,7,-0.2,5
COc1ccccc1NC(=O)C1=C(C)Nc2ncnn2C1/C=C/c1ccccc1 (stereo not given),-1.1,12,-0.1,-3
COC(=O)Cn1c(=NC(=O)C(C)(C)C)sc2cccc(F)c21,-1.1,2,0.0,9
CCOc1ccc(NC(=S)N2CCN(c3ccccn3)CC2)cc1,-0.5,-10,0.0,8
# (more compounds)
SMILES,GPR151 ag,TEAD-YAP inh,FBW7 activator,MITF inh
COc1ccc(-n2c(O)c(C=Nc3ccc(OC)cc3OC)c3ccccc3c2=O)cc1,1.6,0,0.0,6
O=C(CN1CCN(CC(=O)Nc2ccc(Cl)c(C(F)(F)F)c2)CC1)Nc1ccc(F)cc1,-0.7,12,0.2,17
O=C(NCc1ccccc1)c1ccc2cnc(Nc3ccc(-n4cnc(N5CCOCC5)n4)cc3)nc2c1,0.7,-2,0.5,47
CCC(=O)Nc1nc2ccc(Cl)cc2s1,0.3,-29,0.0,2
O=C(CSCc1ccccc1Br)Nc1ccccc1,0.9,-15,-0.1,3
CC(C)N(Cc1ccccc1)c1c(-c2ccccc2)c(=O)c1=O,-1.8,-10,-0.2,-7
FC(F)(F)c1cccc(Nc2ccc(Br)cn2)c1,0.9,10,-0.4,11
CCn1c(Sc2ccc([N+](=O)[O-])cc2C=O)nnc1-c1ccncc1,1.3,19,-0.2,-5
CCCc1cc(=O)[nH]c2nnc(SCC(=O)Nc3nnc(CC)s3)n12,-2.0,3,-0.2,-1
O=C(C1CCCC1)N1CCC2(CC1)OCc1ccccc1O2,-0.6,6,-0.2,-1
Cc1ccc(C)c(Cn2c(C)c(CNC3CCCc4ccccc43)c(C(=O)O)c2C)c1 (stereo not given),1.3,-2,-0.1,-5
CCOc1cc(CN2CCN(CC3CC=CCC3)CC2)ccc1OC (stereo not given),-0.3,-2,0.2,70*

# As entered above:
# Value of CCC(=O)Nc1nc2ccc(Cl)cc2s1 under TEAD-YAP inh: -29
# Value of O=C(CN1CCN(CC(=O)Nc2ccc(Cl)c(C(F)(F)F)c2)CC1)Nc1ccc(F)cc1 under TEAD-YAP inh: 12

# The list goes on:
SMILES,GPR151 ag,TEAD-YAP inh,FBW7 activator,MITF inh
Cn1c(NCCCO)nc2ccccc21,0.6,11,0.0,13
N#CC1=C(NC(=O)c2ccccc2)c2ccccc2CC12CCCCC2,-1.3,-6,0.8,3
O=C(CNC(=O)c1ccc(Br)cc1)OCc1ccc([N+](=O)[O-])cc1Cl,0.3,-3,-0.1,-2
CN1CCN(C(=O)c2ccc(-c3nc4ncnc(NCCN5CCOCC5)c4[nH]3)cc2)CC1,-0.5,-11,0.1,-7
CCCN(CCC)CCNC(=O)c1nn(-c2ccccc2OC)c(=O)c2ccccc12,-0.9,-3,0.3,21
N#Cc1c(-c2ccc(F)cc2)cc(-c2cccs2)nc1SCCOc1ccccc1,0.2,8,-0.1,-7
CCCCCOc1ccc(/C=c2\sc3nc(-c4ccccc4OC(C)=O)nn3c2=O)cc1OC,1.1,6,0.1,-13
Cc1ccc(C(CC(=O)O)N2Cc3ccccc3C2=O)cc1 (stereo not given),-0.9,-9,-0.2,-19
Oc1c(C(c2ccco2)N2CCC3(CC2)OCCO3)sc2ncnn12 (stereo not given),0.0,-3,-0.1,7
CCOC(=O)c1c(NC(=O)Cc2ccc(Cl)cc2)sc(C(=O)Nc2cccc(Cl)c2C)c1C,-0.1,-5,-0.1,-8
CNC(=O)COC(=O)c1ccc(Cl)cc1,2.1,4,0.1,14
CC(=O)Nc1ccc(S(=O)(=O)Nc2cccc3ccccc23)cc1,-0.6,0,0.0,13
Cc1ccc2oc(=O)c3cnn(CC(=O)N(C)c4ccccc4C)c3c2c1,3.2,2,-0.1,19
COc1ccccc1Oc1nc(-c2ccccc2)c2cc(Br)ccc2n1,-0.4,-14,0.1,13
O=C(COc1ccccc1Cl)N1CCCCCC1,-0.9,2,0.5,26
O=C1CC(CC(=O)N2CC3CCC2C3)(c2ccccc2)C(=O)N1CCCOc1cccnc1 (stereo not given),-0.4,10,-0.2,1
N#Cc1c(NC(=O)c2ccc(Cl)cc2Cl)sc2c1CCCC2,1.3,-14,-0.1,6
O=C(NC1CCCCCC1)c1ccccc1[N+](=O)[O-],-0.5,0,0.7,4
Cc1noc(C)c1NC(=O)N1CCC2(CC1)OCc1cc(-c3ccco3)ccc1O2,1.2,4,-0.4,6
O=C(CCCN1C(=O)c2cccnc2C1=O)Nc1ccc(F)c(F)c1,-1.2,2,0.1,20
Cc1nc(CCN2C(=O)c3ccccc3C2=O)cs1,-0.8,-9,0.0,3
O=C(CNC(=O)c1cc(Cl)cc([N+](=O)[O-])c1)NNC(=O)C12CC3CC(CC(C3)C1)C2,0.7,-1,0.3,17
Clc1ccccc1-c1nn2cc(-c3ccc(Br)cc3)c3c2n1CCCC3,-0.9,-9,0.0,-8
O=C(O)Cn1ncn2nc(-c3cccs3)cc2c1=O,0.0,5,-0.1,8

# No new results follow: an excerpt of the list.
SMILES,GPR151 ag,TEAD-YAP inh,FBW7 activator,MITF inh
O=C1CC(CC(=O)N2CC3CCC2C3)(c2ccccc2)C(=O)N1CCCOc1cccnc1 (stereo not given),-0.4,10,-0.2,1
N#Cc1c(NC(=O)c2ccc(Cl)cc2Cl)sc2c1CCCC2,1.3,-14,-0.1,6
O=C(NC1CCCCCC1)c1ccccc1[N+](=O)[O-],-0.5,0,0.7,4
Cc1noc(C)c1NC(=O)N1CCC2(CC1)OCc1cc(-c3ccco3)ccc1O2,1.2,4,-0.4,6
O=C(CCCN1C(=O)c2cccnc2C1=O)Nc1ccc(F)c(F)c1,-1.2,2,0.1,20

# Going on with the list.
SMILES,GPR151 ag,TEAD-YAP inh,FBW7 activator,MITF inh
CCC1CCc2c(sc3nc(SCC(=O)Nc4ccc(F)cc4)n(-c4ccccc4)c(=O)c23)C1 (stereo not given),-0.1,2,0.4,11
COC(=O)C1=C(C)N=c2s/c(=C/c3ccc4c(c3)OCO4)c(=O)n2C1/C=C/c1ccccc1 (stereo not given),-0.5,-3,0.2,-2
Cc1ccc(NC(=S)N(CCCN2CCOCC2)Cc2ccccn2)cc1,3.2,-4,-0.1,-8
C=CCN1CCN(C(c2ccc(C)cc2)c2nnnn2CCOC)CC1 (stereo not given),0.3,-3,-0.1,-6
CCn1cnc2c(Nc3ccccc3Cl)ncnc21,-5.1,-20,0.0,4
COc1cccc2cc(-c3nc(Nc4ccc(C(C)=O)cc4)sc3C)c(=O)oc12,-0.9,-1,0.7,11
O=C1/C(=C/c2ccc(-c3ccc(Cl)c(Cl)c3)o2)C=C(c2ccccc2)N1c1cccc(O)c1,-0.9,5,0.7,9
CCCCCCOc1ccc(C(=O)Oc2ccc(C3CCCCC3)cc2)cc1,-0.3,18,0.2,0

# One compound at a time (already shown). Order of values: GPR151 ag	TEAD-YAP inh	FBW7 activator	MITF inh
# CCC1CCc2c(sc3nc(SCC(=O)Nc4ccc(F)cc4)n(-c4ccccc4)c(=O)c23)C1 (stereo not given) is entered as -0.1	2	0.4	11
# Cc1ccc(NC(=S)N(CCCN2CCOCC2)Cc2ccccn2)cc1 is entered as 3.2	-4	-0.1	-8
